High-throughput results as filed in PubChem BioAssay.
PfHsp40 rescue: rescue of yeast from PfHsp40 toxicity, primary screen, S. cerevisiae, ATP luminescence; S. cerevisiae expressing PfHsp40, growth rescue; growth rescue, % at 12.5 µM; 340,000 compounds, 0.68% hits; in the data active means growth rescue above about 28%, passing the limit was not always enough; inconclusive means no clear call, values can overlap the other calls;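 further: yeast W303a lacking pdr1 and pdr3 grown in galactose medium; growth measured after three days at 30 °C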
Yp Topo-I inh: Yersinia pestis topoisomerase I inhibitors, primary screen, biochemical, cleavage product accumulation, plate reader, single point; 360,000 compounds, 0.064% hits; activity, % at 10 µM; DNA topoisomerase I (Yersinia pestis CO92); Y. pestis Topo-I cleavage product accumulation; in the data active means activity above about 50%, passing the limit was not always enough; inconclusive means no clear call, values can overlap the other calls; further: inactives centre near 2
Vc quorum ag: inducers of Vibrio cholerae quorum light production without autoinducers, primary screen, BH1578 luxS cqsA deficient, single point. V. cholerae BH1578 lux reporter, luminescence, 6 h. activation, % at 18.7 µM. 350,000 compounds, 0.16% hits; in the data active means activation mostly above about 9.7%, no sharp cut-off; inconclusive means no clear call, values can overlap the other calls; inactive means mostly below about 3.7%; further: not every result past the cut was called active; inactives centre near 0; reference of the scale not given here
DUSP3 inh: VHR1 phosphatase inhibitors, primary screen, biochemical, absorbance, uHTS. recombinant VHR phosphatase, pNPP absorbance. 290,000 compounds, 0.52% hits. inhibition, % at 13.3 µM; in the data active means inhibition above about 50%; further: some compounds called inactive have numbers as strong as hits
PriA SSB inh: inhibitors of Klebsiella pneumoniae PriA binding to SSB C-terminal tail, primary screen, biochemical, AlphaScreen. inhibition, % at 33 µM. AlphaScreen SSBct-PriA binding, biotinylated peptide. 430,000 compounds, 0.6% hits. AID 1272365, 2023. PriA–SSB C-terminal tail interaction (Klebsiella pneumoniae); in the data active means inhibition mostly above about 37%, no sharp cut-off; inactive means mostly below about 20%;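 further: plate controls were negative control peptide for no effect and reference peptide for full effect; strong numbers were not always called active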
TcdB inh: TcdB glycohydrolase inhibitors, primary screen, biochemical, single point, plate reader; 350,000 compounds, 0.24% hits; AID 652162, 2013; TcdB glycohydrolase enzymatic assay; Toxin B (Clostridioides difficile), P18177; inhibition, % at 9.99 µM; in the data active means inhibition above about 10%
Target sequence (P18177 whole entry, looked up): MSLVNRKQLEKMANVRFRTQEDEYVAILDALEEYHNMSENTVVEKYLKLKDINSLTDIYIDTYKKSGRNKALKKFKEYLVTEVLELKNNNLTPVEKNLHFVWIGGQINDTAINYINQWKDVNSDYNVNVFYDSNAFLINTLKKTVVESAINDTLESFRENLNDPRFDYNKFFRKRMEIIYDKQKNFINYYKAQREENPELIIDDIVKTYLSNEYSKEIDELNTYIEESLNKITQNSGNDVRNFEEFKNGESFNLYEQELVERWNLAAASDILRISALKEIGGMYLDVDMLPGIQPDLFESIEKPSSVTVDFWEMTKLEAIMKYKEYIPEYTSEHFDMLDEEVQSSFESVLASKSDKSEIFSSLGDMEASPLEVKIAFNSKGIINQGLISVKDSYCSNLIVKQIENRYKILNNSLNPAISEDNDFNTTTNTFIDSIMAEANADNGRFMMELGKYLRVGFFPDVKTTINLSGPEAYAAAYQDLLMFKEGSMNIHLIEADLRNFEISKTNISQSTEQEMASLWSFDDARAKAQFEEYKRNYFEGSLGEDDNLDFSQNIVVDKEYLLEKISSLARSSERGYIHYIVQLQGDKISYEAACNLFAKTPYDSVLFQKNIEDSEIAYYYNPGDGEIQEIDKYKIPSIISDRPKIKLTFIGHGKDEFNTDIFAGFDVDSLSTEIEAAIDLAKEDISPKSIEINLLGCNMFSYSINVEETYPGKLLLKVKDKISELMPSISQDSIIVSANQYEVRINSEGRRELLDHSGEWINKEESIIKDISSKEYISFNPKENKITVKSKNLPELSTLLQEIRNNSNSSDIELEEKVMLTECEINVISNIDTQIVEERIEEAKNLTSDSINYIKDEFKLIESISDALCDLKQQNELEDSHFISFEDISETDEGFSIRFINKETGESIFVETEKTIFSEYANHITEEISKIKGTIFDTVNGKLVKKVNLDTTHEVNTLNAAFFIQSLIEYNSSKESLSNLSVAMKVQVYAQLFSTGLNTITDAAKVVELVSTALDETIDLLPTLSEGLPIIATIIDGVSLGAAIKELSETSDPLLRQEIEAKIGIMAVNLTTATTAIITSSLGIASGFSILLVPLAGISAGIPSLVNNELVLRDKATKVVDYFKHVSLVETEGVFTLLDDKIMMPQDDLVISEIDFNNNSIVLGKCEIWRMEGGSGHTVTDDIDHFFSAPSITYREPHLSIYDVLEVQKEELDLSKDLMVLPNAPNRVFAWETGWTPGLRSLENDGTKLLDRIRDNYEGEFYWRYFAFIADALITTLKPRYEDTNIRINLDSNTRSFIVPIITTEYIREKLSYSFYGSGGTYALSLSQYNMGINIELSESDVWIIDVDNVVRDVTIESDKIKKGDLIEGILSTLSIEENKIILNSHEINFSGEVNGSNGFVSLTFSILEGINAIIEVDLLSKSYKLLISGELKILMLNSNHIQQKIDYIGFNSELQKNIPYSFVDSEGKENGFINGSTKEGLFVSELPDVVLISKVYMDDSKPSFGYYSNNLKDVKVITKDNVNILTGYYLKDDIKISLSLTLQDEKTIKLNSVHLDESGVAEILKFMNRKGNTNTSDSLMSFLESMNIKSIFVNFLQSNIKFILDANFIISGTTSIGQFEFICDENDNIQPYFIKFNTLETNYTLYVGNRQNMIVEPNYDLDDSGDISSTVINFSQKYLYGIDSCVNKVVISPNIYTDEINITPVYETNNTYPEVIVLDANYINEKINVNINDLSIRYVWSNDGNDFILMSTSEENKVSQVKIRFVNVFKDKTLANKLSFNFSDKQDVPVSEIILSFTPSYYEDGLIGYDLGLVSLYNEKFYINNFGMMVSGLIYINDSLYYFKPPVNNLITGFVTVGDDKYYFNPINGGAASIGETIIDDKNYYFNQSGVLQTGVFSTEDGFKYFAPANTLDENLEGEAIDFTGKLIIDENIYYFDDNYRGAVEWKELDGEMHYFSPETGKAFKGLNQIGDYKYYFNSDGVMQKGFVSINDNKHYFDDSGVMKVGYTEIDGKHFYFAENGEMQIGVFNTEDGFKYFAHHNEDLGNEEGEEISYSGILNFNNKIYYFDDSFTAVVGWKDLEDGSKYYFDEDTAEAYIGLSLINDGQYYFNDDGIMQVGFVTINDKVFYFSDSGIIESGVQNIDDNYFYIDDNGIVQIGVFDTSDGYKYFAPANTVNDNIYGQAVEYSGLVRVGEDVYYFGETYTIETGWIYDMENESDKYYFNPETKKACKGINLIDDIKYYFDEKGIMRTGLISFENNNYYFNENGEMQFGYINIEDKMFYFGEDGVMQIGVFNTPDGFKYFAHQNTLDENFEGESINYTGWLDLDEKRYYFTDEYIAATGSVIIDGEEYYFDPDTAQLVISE
Anthrax LF prot: Bacillus anthracis LF protease inhibitors, primary screen, biochemical, multiplex microsphere, MLPCN library; Lethal factor (Bacillus anthracis), P15917; multiplex microsphere protease cleavage assay; inhibition, % at 10 µM; 360,000 compounds, 0.12% hits; AID 588501, 2011; further: plate controls were buffer without enzyme for full effect and enzyme alone for no effect
CCHF vOTU inh: CCHFV vOTU protease inhibitors, primary screen, biochemical, Pep-AMC substrate, fluorescence; inhibition, % at 11.5 µM; AID 651958, 2012; Crimean-Congo hemorrhagic fever virus L polyprotein viral ovarian tumor (vOTU) protease …; 370,000 compounds, 0.55% hits; in the data active means inhibition above about 30%; further: 0% = vehicle wells with enzyme and 100% = no enzyme wells
SARS 3CLpro inh: SARS-CoV 3CLpro protease inhibitors, primary screen, biochemical, quenched FRET; inhibition, % at 6 µM; Replicase polyprotein 1ab (Severe acute respiratory syndrome coronavirus), P0C6X7; recombinant SARS-CoV 3CLpro, quenched FRET peptide cleavage; 290,000 compounds, 0.14% hits; in the data active means inhibition above about 12%
BoNT-A LC inh2: BoNT/A light chain protease inhibitors, primary screen, biochemical, flow cytometry, MLPCN library; Botulinum neurotoxin type A light chain protease (Clostridium botulinum A str. ATCC 3502); multiplex microsphere protease substrate cleavage; inhibition, % at 10 µM; 360,000 compounds, 0.17% hits; AID 588499, 2011; further: plate controls were buffer without enzyme for full effect and enzyme alone for no effect
* = called active by the depositor; i = inactive; ? = inconclusive; . = no result given. Unless noted, no stated cut-off is given here; in the data, active means inhibition above about 30%; inconclusive means no clear call, values can overlap the other calls; inactive means below that. Only part of the results is shown. The share of hits here may be higher or lower than overall.

SMILES | PfHsp40 rescue | Yp Topo-I inh | Vc quorum ag | DUSP3 inh | PriA SSB inh | TcdB inh | Anthrax LF prot | CCHF vOTU inh | SARS 3CLpro inh | BoNT-A LC inh2
c1ccc2c(c1)[nH]c1c(NCC3CCCO3)ncnc12 (configuration not stated) | 0.8 | 1 | -0.1 | 4 | -18 | . | 1 | 10 | -2 | -0.4
CCNC(=O)C1(C)CCCN(C(=O)c2sc(-c3ccccc3)nc2C)C1 (configuration not stated) | . | 7 | -4.5 | . | . | 2.8 | 0 | -5 | . | 0.1
Cc1cc(C)cc(N(CC(=O)Nc2ccc(Br)cc2)S(=O)(=O)c2c(C)[nH]c(=O)[nH]c2=O)c1 | 1.2 | 15 | -11 | 2 | 4 | -0.2 | 2 | 9 | 6 | -2.2
CSc1ccc(S(=O)(=O)N2CCC(C(=O)N3CCOCC3)CC2)cc1 | 0.3 | 5 | i | 12 | -17 | 0.7 | 0 | 4 | 6 | 2.0
Cc1nn(C2CCS(=O)(=O)C2)c(C)c1CN(C)C(=O)c1cccc(Cl)c1 (configuration not stated) | 0.2 | 2 | -2.5 | . | 2 | 0.5 | 0 | -2 | . | -1.7
COC(=O)NCc1ccc(Cl)c(Cl)c1 | -0.8 | -2 | . | 12 | -7 | 0.4 | -7 | -7 | -2 | -0.2
O=C(COc1ccccc1F)NC1CCN(Cc2ccccc2)CC1 | 0.5 | 9 | i | 35 | -18 | . | -3 | 2 | -1 | -2.1
COc1ccc(NC(=O)c2ccccc2NS(C)(=O)=O)cc1OC | -2.1 | 0 | . | 13 | -11 | -1.8 | -5 | 14 | 4 | 0.3
CN(C)C1(CNC(=O)c2ccc(Cl)c(S(=O)(=O)NCc3ccco3)c2)CCCCC1 | -0.8 | -2 | -0.4 | 10 | 2 | . | 2 | -15 | 3 | 0.3
CCC1c2ccc(C)n2CCN1C(=O)Nc1ccc(F)cc1 (configuration not stated) | -0.4 | -5 | i | 4 | 4 | . | -4 | -12 | 2 | 0.0
CCOC(=O)c1ccc(NC(=O)c2nc[nH]c2C(=O)NCCCCCNC(=O)OC(C)(C)C)cc1 | 6.2 | 34 | i | 11 | 2 | 0.0 | -7 | 6 | . | -0.2
O=C1CCCc2[nH]c3cccc(/C(=C/c4ccccc4)c4ccccc4)c3c21 | -0.4 | -9 | 2.4 | 32 | 14 | 1.0 | -8 | -5 | 4 | -0.5
O=C(CSc1nnc(COc2ccc(Cl)cc2)o1)N1CCOCC1 | -1.5 | -11 | -0.3 | 27 | -15 | 0.6 | 1 | 4 | 4 | -1.0
Cc1c(-c2csc(N)n2)cnn1C | -0.2 | 6 | -0.2 | 22 | -5 | -1.5 | -8 | 3 | 4 | -0.6
CC(=O)NCC1CCCN(Cc2cn(-c3ccccc3)nc2-c2ccc3c(c2)OCO3)C1 (configuration not stated) | 0.5 | -5 | 1.6 | 25 | 9 | 4.3 | 4 | 10 | -2 | -0.3
C=CC[C@@H](CC(=O)N[C@H](CO)Cc1ccccc1)C(=O)NC[C@H](OC(=O)[C@@H](CC=C)Cc1ccc(F)cc1)c1ccccc1 | -0.4 | -11 | i | . | -20 | -0.2 | -1 | 18 | . | 0.2
CCCc1ccc(C(=O)CN2C(=O)C(=O)N(C3CCCC3)C2=O)cc1 | ? | 14 | i | . | 4 | 0.3 | . | 18 | . | .
O=C(NO)c1ccc(OC(F)F)cc1 | 0.6 | -4 | -0.3 | 24 | -3 | 0.8 | -3 | 1 | -1 | 0.5
COc1cc(OC)c(C2N(c3cc(C)on3)C(=O)C3CCCN32)cc1OC (configuration not stated) | -1.1 | -1 | i | 15 | -5 | . | 3 | 9 | -1 | -2.4
Cc1ccc2occ(/C=N/NC(=O)c3ccncc3)c(=O)c2c1 | -1.2 | 8 | -0.2 | 14 | . | 0.3 | 1 | 1 | 2 | 1.0
Cc1ccc(CNC(=O)N2CCN(C)CC2)cc1 | -0.8 | 1 | -0.1 | -5 | -7 | . | 1 | -14 | 2 | -0.3
NC(=O)c1ccsc1NC(=O)COC(=O)Cc1ccccc1Cl | -0.9 | -1 | -1.1 | . | 5 | 0.2 | 2 | 11 | . | 0.1
Cc1ccc(NC(=O)c2ccc(-n3cncn3)c([N+](=O)[O-])c2)cc1 | -0.7 | -3 | -0.7 | 22 | -5 | . | -4 | -5 | 3 | -0.3
CCCCNC(=O)c1cc2c(-c3ccc(Cl)cc3)nn(C)c2s1 | 0.2 | -5 | -0.4 | 27 | -5 | -6.0 | -3 | 11 | -3 | -0.1
CCOc1ccc(N2C(=O)CC(NCCc3c[nH]c4ccccc34)C2=O)cc1 (configuration not stated) | 2.4 | -2 | -0.2 | 28 | 14 | -1.6 | -3 | -17 | 1 | -0.3
CC(=O)Nc1c(-c2ccccc2Cl)c(=O)c2ccccc2n1C | 0.8 | -1 | i | 12 | -17 | 1.0 | 0 | 11 | -7 | -1.1
CCC(c1nnnn1-c1ccc2c(c1)OCCO2)N1CCN(c2cccc(C)c2C)CC1 (configuration not stated) | . | . | . | . | . | 0.4 | -6 | 5 | . | 0.3
COc1ccc(NC(=O)CSc2nc(N)cc(=O)[nH]2)cc1S(=O)(=O)N1CCCCC1 | -0.7 | 8 | i | . | -12 | 0.2 | . | 16 | . | .
S=c1[nH]nc(-c2cc(-c3ccccc3)n[nH]2)n1/N=C/C(Br)=C/c1ccccc1 | . | 2 | i | 4 | . | 1.4 | -1 | 1 | -1 | -2.8
Cc1ccc(C(=O)C(C)OC(=O)CNC(=O)c2ccc(Br)o2)cc1 (configuration not stated) | -1.2 | -1 | i | . | 2 | 2.7 | -8 | -8 | . | -35
Cc1ccc(OCC(=O)OC2CCS(=O)(=O)C2)cc1 (configuration not stated) | 0.4 | 4 | -0.4 | 11 | -11 | . | ? | 9 | 2 | ?
CCCCC(=O)NNC(=O)CC(=O)Nc1ccccc1C(=O)O | -0.8 | -9 | 0.0 | 8 | 3 | 0.3 | 3 | -13 | -3 | 0.5
Cc1ccc(S(=O)(=O)N/N=C/c2cccs2)cc1 | -1.2 | 1 | -0.2 | 8 | . | -1.5 | -1 | 20 | 4 | 0.3
Cc1onc(-c2ccccc2)c1C(=O)N1CCN(Cc2ccccc2)CC1 | 0.5 | 14 | -0.2 | 10 | -5 | 0.3 | 0 | -3 | -4 | 0.2
O=C(CCl)c1ccc2c(c1)CCN2C(=O)C1CCCCC1 | 1.0 | -10 | i | 8 | 0 | 1.2 | 6 | -8 | 2 | 0.0
CCN(CC)S(=O)(=O)c1ccc2c(c1)c(C(=O)O)cn2C | -1.7 | 0 | i | 18 | -3 | . | 0 | 3 | 2 | -0.2
CC(=O)Nc1ccc(S(=O)(=O)Nc2nc3ccccc3nc2N2CCc3ccccc3C2)cc1 | 6.7 | 18 | -0.2 | -4 | 4 | 1.2 | -4 | 4 | 9 | 1.0
O=C(CC[C@H]1O[C@@H](n2ccc(=O)[nH]c2=O)[C@H](O)[C@@H]1O)N1CCN(Cc2cccc3ccccc23)CC1 | . | . | . | . | . | 0.2 | -1 | 4 | . | -1.0
O=C(Nc1ccc(Cl)c([N+](=O)[O-])c1)C(NCCCO)c1ccccc1 (configuration not stated) | -0.9 | -5 | i | -4 | 8 | . | -2 | -14 | -6 | 0.1
CCOC(=O)c1c(C)[nH]c(NC(=O)Nc2ccc(NC(C)=O)cc2)c1C | -1.6 | 4 | i | 2 | -7 | 1.1 | 0 | 19 | -1 | -2.4
N#CCCn1nnc(-c2ccccc2F)n1 | -0.3 | -5 | i | 11 | -5 | . | -3 | 28 | -6 | 0.1
C=CCOc1ccc(/C(O)=C2\C(=O)C(=O)N(CCCOC)C2c2ccc(O)c(OC)c2)cc1 (configuration not stated) | -0.6 | -4 | -11 | 36 | . | . | -1 | 22 | 0 | 0.3
Cc1nn(CC(=O)NC2CCC(C)CC2)c(C)c1[N+](=O)[O-] (configuration not stated) | -0.3 | 4 | i | . | -11 | -0.1 | 1 | 9 | . | -1.2
O=C(CNC(=O)c1cccc(Br)c1)N/N=C/c1cccs1 | -1.7 | -6 | -0.6 | -8 | . | -1.1 | 18 | -4 | 2 | -6.3
CC(Sc1nc(-c2ccccc2)cc(C(F)(F)F)n1)C(=O)N1CCC(C(N)=O)CC1 (configuration not stated) | -0.3 | 8 | -4.2 | -18 | -8 | . | 7 | -11 | -5 | 2.4
CCOC(=O)C1=C(O)C(=O)N(C2CCCCC2)C1 | 0.1 | -3 | 12 | 32 | -1 | -6.5 | -6 | 3 | 4 | 0.0
COc1ccc(CNC(=O)C[C@H]2C(=O)N(CCc3ccccc3)C[C@@H]2Cc2ccccc2)cc1 | 3.5 | 13 | -0.4 | -3 | 7 | 1.6 | 1 | 9 | 0 | 0.0
O=c1[nH]c(-c2ccccc2)cnc1-c1ccccc1 | . | -2 | i | . | -8 | 3.3 | 1 | 2 | . | -1.0
Cc1cc(C)n2nc(C(=O)OCC(=O)Nc3ccc(C)c(S(=O)(=O)N4CCOCC4)c3)nc2n1 | 1.4 | -9 | . | . | 0 | 0.7 | -5 | 9 | . | 0.1

A second format for some results above.
Fields: PfHsp40 rescue, Yp Topo-I inh, Vc quorum ag, DUSP3 inh, PriA SSB inh, TcdB inh, Anthrax LF prot, CCHF vOTU inh, SARS 3CLpro inh, BoNT-A LC inh2
- CCOC(=O)c1c(C)[nH]c(NC(=O)Nc2ccc(NC(C)=O)cc2)c1C
    -1.6, 4, i, 2, -7, 1.1, 0, 19, -1, -2.4
- N#CCCn1nnc(-c2ccccc2F)n1
    -0.3, -5, i, 11, -5, ., -3, 28, -6, 0.1
- C=CCOc1ccc(/C(O)=C2\C(=O)C(=O)N(CCCOC)C2c2ccc(O)c(OC)c2)cc1 (configuration not stated)
    -0.6, -4, -11, 36, ., ., -1, 22, 0, 0.3
- Cc1nn(CC(=O)NC2CCC(C)CC2)c(C)c1[N+](=O)[O-] (configuration not stated)
    -0.3, 4, i, ., -11, -0.1, 1, 9, ., -1.2
- O=C(CNC(=O)c1cccc(Br)c1)N/N=C/c1cccs1
    -1.7, -6, -0.6, -8, ., -1.1, 18, -4, 2, -6.3
- CC(Sc1nc(-c2ccccc2)cc(C(F)(F)F)n1)C(=O)N1CCC(C(N)=O)CC1 (configuration not stated)
    -0.3, 8, -4.2, -18, -8, ., 7, -11, -5, 2.4
- CCOC(=O)C1=C(O)C(=O)N(C2CCCCC2)C1
    0.1, -3, 12, 32, -1, -6.5, -6, 3, 4, 0.0
